High-throughput results from PubChem.
LANA DNA inh = inhibitors of KSHV LANA C-terminal domain DNA binding | MBP-C-LANA/FAM-LBS DNA binding, fluorescence polarization | actives 0.078% (n = 340,000) | inhibition, % at 9 µM;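 active = highest replicate inhibition at or above 60% at 9 µM, even if other replicates fall short; inactive = all replicates below 60% inhibition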;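 note: 0% = neutral control wells and 100% = 4 µM acridine orange control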
DSG3 Ab inh = human desmoglein-3 autoantibody binding inhibition | binding (percent of control), % at 10 µM | P32926 | actives 0.48% (n = 310,000) | AID 588358 | DSG3-coupled beads, scFv-anti-DSG3-GFP binding, flow cytometry; stronger effect = lower value;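 active = binding more than 3 SD below its plate's average and above zero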;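 note: hits lower antibody fragment binding to DSG3; some compounds called inactive have numbers as strong as hits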
Target sequence (P32926 whole entry, looked up, the tested form may be a part): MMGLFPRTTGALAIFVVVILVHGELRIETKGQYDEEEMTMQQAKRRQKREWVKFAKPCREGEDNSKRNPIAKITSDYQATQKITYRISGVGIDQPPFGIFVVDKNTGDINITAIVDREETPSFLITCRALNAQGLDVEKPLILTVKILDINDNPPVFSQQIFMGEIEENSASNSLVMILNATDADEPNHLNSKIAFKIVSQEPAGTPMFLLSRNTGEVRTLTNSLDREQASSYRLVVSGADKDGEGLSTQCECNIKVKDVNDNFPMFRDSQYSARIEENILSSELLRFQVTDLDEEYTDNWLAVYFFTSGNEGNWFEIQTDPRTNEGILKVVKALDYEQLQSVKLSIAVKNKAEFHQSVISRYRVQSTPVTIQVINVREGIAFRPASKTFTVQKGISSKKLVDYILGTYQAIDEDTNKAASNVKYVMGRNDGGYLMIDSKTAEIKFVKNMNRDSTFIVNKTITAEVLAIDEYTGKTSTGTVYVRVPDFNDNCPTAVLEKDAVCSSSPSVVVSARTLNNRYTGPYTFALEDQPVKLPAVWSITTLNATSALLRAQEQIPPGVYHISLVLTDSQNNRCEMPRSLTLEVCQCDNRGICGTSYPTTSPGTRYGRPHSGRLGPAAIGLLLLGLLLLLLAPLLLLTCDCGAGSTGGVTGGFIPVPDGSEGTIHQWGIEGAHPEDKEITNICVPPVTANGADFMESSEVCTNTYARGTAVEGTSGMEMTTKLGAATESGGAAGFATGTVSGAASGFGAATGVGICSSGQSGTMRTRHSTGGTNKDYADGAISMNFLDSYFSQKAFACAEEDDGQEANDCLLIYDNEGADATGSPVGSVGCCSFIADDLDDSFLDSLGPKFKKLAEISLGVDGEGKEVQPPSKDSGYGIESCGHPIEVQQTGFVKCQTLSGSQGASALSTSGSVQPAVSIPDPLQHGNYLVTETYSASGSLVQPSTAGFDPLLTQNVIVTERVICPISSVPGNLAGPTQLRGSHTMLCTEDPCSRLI
RTF Ca sens inh = cardiac RTF calcium desensitization; P19429+P45379; IANBD-labeled cardiac RTF, Ca2+ fluorescence; inhibition, % at 7.15 µM; actives 0.12% (n = 340,000);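 active = inhibition above the mean inhibition of all tested compounds plus 3 SD, cut at about 17% in these data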;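 note: assay run at fixed EC70 calcium of 1.6 mM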
Arrestin-AP2 inh = blocks beta-arrestin peptide binding to AP2 adaptin | actives 0.31% (n = 340,000) | AID 504490 | inhibition, % at 10 µM | FITC-arrestin peptide / GST-AP2 beads, flow cytometry; AP2 beta2 appendage carries R879A mutation;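 active = inhibition above a set limit, near 3 SD of compounds lacking own fluorescence, cut at about 54% in these data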;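 note: plate controls were DMSO wells for no effect and 5 µM unlabelled arrestin peptide for full effect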
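Measured by: flow cytometry, FL1 (488/535 nm); Material: AP2 appendage R879A on GSH beads; Evaluation: percent response; Timing: pre-incubation 12 min, peptide binding 1 h, room temperature; Also added: 50 nM FITC-arrestin peptide; Medium: PBS with 0.05% Tween 20 and 0.1% BSA.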
NSD2 HMT inh = blocks human histone methyltransferase NSD2; NSD2 peptide methylation, AlphaScreen, 120 min; inhibition, % at 12.5 µM; actives 0.54% (n = 310,000); AID 743445; in the data active = inhibition above about 50%
V-ATPase pH = yeast V-ATPase proton transport regulation by pHLuorin; S. cerevisiae, pHLuorin cytosolic pH fluorescence; response, % at 10 µM; actives 0.37% (n = 350,000); AID 504577; in the data active = response mostly above about 7.3%, no sharp cut-off; inactive = mostly below about 5.4%; note: actives read high; inactives centre near 0; some compounds called inactive have numbers as strong as hits
Keap1-Nrf2 PPI = Keap1-Nrf2 (human) interaction inhibition | Q14145 | Keap1 Kelch-Nrf2 peptide fluorescence polarization, 1536-well | inhibition, % at 9.4 µM | actives 0.15% (n = 340,000); in the data active = inhibition above about 12%;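 note: human Keap1 Kelch domain with fluorescein labeled Nrf2 9mer peptide probe; 0% = neutral control wells and 100% = peptide positive control; higher means more block of Keap1 binding to Nrf2 peptide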
CAL PDZ FP-1 = blocks peptide binding to the human CAL PDZ domain | purified CAL PDZ, TMR-peptide fluorescence polarization, 1 h | inhibition, % at 24.9 µM | AID 602252 | actives 0.92% (n = 300,000) | Q9HD26;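 active = mean inhibition of at least 30% with at least half of replicates also reaching 30%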;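 note: 0% = DMSO neutral control and 100% = excess unlabeled competitor peptide PRC23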
CAL PDZ FP-2 = blocks peptide binding to human CAL PDZ domain. actives 0.02% (n = 330,000). purified CAL PDZ, TMR-peptide fluorescence polarization, 1 h. AID 504414. inhibition, % at 20 µM;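 active = highest replicate inhibition of at least 40%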;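 note: plate controls were DMSO neutral control wells for no effect and unlabeled competitor peptide control wells for full effect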
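Test system: tagged CAL PDZ domain / Buffer or medium: sodium phosphate/NaCl buffer pH 7.4 with TCEP, IgG, Thesit / Reagent: TMR-labelled reporter peptide T*-PRC34 bound in PDZ groove / Compound dosing: single point, 20 µM / Schedule: 1 h incubation at room temperature before polarization reading / Technique: fluorescence polarization (mP) / Benchmarks: unlabelled peptide, DMSO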
DAGLB inhibitor = diacylglycerol lipase beta (human) inhibition | inhibition, % at 5.17 µM | HEK293T DAGLB membrane lysate, EnzChek fluorogenic substrate | actives 0.059% (n = 340,000) | AID 504411; in the data active = inhibition above about 34%;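 note: 0% = enzyme with vehicle and 100% = wells lacking enzyme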
* marks the source's active call; other numbers are inactive results; . = no result given. These rows are one share of the data; rates above refer to the full screens.

nr	SMILES	LANA DNA inh	DSG3 Ab inh	RTF Ca sens inh	Arrestin-AP2 inh	NSD2 HMT inh
1	COc1ccc2nc(Nc3nc(C)c(CCC(C)C)c(=O)[nH]3)nc(C)c2c1	-1.2	.	1.1	28.1	-7.5
2	O=C(Nc1nnc(C2CC2)s1)c1cc(S(=O)(=O)N2CCCCC2)ccc1N1CCOCC1	-1.1	88.6	-4.7	5.1	0.4
3	C/C(=N/NC(=O)c1ccc2c(c1)OCO2)c1ccc(Br)s1	-0.9	99.1	-1.9	1.1	-0.7
4	CCN1C[C@@H]2[C@@H]3C(=O)N(Cc4ccccc4)C(=O)[C@@H]3[C@](C)(C1=O)N2C(=O)c1ccc(Cl)cc1	-1.2	102.0	-1.7	2.5	.
5	CC(C)(/C=N/O)/[N+]([O-])=C/c1ccco1	4.0	.	-11.1	-4.4	-2.7
6	CCCSc1nc2sc3c(c2c(=O)[nH]1)CCN(Cc1ccccc1)C3	8.0	.	-22.3	-6.7	.
7	CCCn1c(SCC(=O)N2CCN(c3ccccc3)CC2)nc2ccccc2c1=O	-0.2	99.8	-6.3	28.2	-1.1
8	O=C(N/N=C/c1ccc(F)cc1)c1cc(-c2ccccn2)nc2ccccc12	-0.2	100.3	6.4	-3.0	-1.2
9	Cc1ccc(NC(=O)CN2C(=O)NC(C)(CC(C)C)C2=O)cc1F (configuration not stated)	1.2	117.9	0.7	-9.4	-0.6
10	CC(Oc1cccc(Cl)c1)C(=O)N(C)CC(=O)Nc1ccc(N2CCOCC2)cc1 (configuration not stated)	0.5	101.2	-3.7	-5.3	4.1
11	O=C(COC(=O)c1cc([N+](=O)[O-])ccc1NCc1ccccc1Cl)NCC(F)(F)F	0.5	116.6	6.7	4.4	0.3
12	Cc1ncc(C[n+]2csc(CCOC(=O)C34CC5CC(CC(C5)C3)C4)c2C)c(N)n1	1.0	93.9	-10.7	8.0	-0.8
13	NC(=O)C[N+]1(CC#CC(O)(c2ccccc2)c2ccccc2)CCCC1	-0.2	103.7	-6.5	-33.3	0.4
14	CCOC(=O)CN(c1cc([N+](=O)[O-])ccc1OC)S(C)(=O)=O	0.7	94.9	-0.6	10.8	-3.9
15	O=C(Nc1ccccc1Cl)C1CCN(S(=O)(=O)c2cccc3nonc23)CC1	1.3	100.5	8.7	6.4	0.1

nr	V-ATPase pH	Keap1-Nrf2 PPI	CAL PDZ FP-1	CAL PDZ FP-2	DAGLB inhibitor
1	4.9	2.4	-2.4	-2.1	0.5
2	0.1	-0.6	-3.4	-1.7	-1.4
3	3.5	4.1	-0.4	-2.2	-1.1
4	-0.6	0.5	0.5	-0.6	-1.2
5	-3.7	-0.2	-0.3	-0.5	-0.9
6	-1.4	-19.9	5.9	-1.9	-1.7
7	3.6	-0.3	0.2	-0.2	-0.9
8	-4.6	-0.3	-2.9	0.1	-0.1
9	-3.1	3.3	2.8	0.0	-2.1
10	-1.6	-1.0	-0.3	-2.1	0.6
11	1.0	3.2	-2.5	-0.6	-1.6
12	0.6	6.2	-2.6	-1.7	1.6
13	1.1	0.4	2.5	-2.1	-0.3
14	-1.4	0.4	-0.4	-0.7	-1.9
15	-5.4	-4.5	-4.4	-1.5	-2.5

Next records
nr	SMILES	LANA DNA inh	DSG3 Ab inh	RTF Ca sens inh	Arrestin-AP2 inh	NSD2 HMT inh
16	O=C(N/N=C\c1cn[nH]c1-c1ccc(Cl)cc1)c1cccs1	-0.1	86.8	-8.4	8.4	1.9
17	CC(Sc1nncn1-c1ccccc1)C(=O)Nc1cccc([N+](=O)[O-])c1 (configuration not stated)	0.3	101.0	-5.7	0.4	-0.5
18	Cc1ccc(SCCC(=O)N2CCC(C(N)=O)CC2)cc1	-0.3	99.3	-4.5	20.1	0.3
19	Cn1nc(C(=O)NCC(c2cccs2)N2CCOCC2)c2ccccc2c1=O (configuration not stated)	1.0	98.9	-0.9	-7.9	-1.1
20	CC(=O)Nc1ccccc1C(=O)C(=O)Nc1ccccc1	-2.1	82.1	-5.6	-0.9	-1.7
21	Cc1ccccc1-n1c(=O)c(C#N)cc2c(=O)n3ccccc3nc21	5.8	101.1	-8.2	-7.5	-1.6
22	O=Cc1ccc(-c2cccc(C(=O)O)c2)o1	1.7	109.8	-14.9	-15.1	-0.7
23	O=C(NNS(=O)(=O)c1cc(Cl)cc(Cl)c1)c1sccc1-n1cccc1	0.3	.	-2.7	5.9	2.5
24	COc1ccc(OC)c(-c2csc(NC(=O)C3=NN(c4ccccc4)C(=O)CC3)n2)c1	-0.3	104.0	-12.2	14.4	0.4
25	CCc1cccc(NC(=O)C2CCCN(c3ncnc4c3nc3n4CCCCC3)C2)c1 (configuration not stated)	-1.4	109.8	1.5	17.0	9.9
26	CC(C)(C)C(=O)N1CCN(c2nc3ccccc3o2)CC1	1.0	122.8	-7.2	-6.9	-8.2
27	O=S(=O)(c1cccs1)N1CCCc2ccccc21	-1.4	.	5.1	20.6	2.8
28	CC(C)(C)c1ccccc1OCCN1CCCC1	3.6	106.5	-5.7	5.9	3.2
29	CCC(C)(C)n1nnnc1C(c1cccnc1)N1CCCC(C)C1 (configuration not stated)	-1.0	96.9	-3.6	-7.0	2.9
30	Cc1ccc(NC(=O)c2ccc(CSc3nnc(C)s3)cc2)cc1	0.1	100.7	-15.8	11.9	6.3

nr	V-ATPase pH	Keap1-Nrf2 PPI	CAL PDZ FP-1	CAL PDZ FP-2	DAGLB inhibitor
16	3.0	-0.3	26.5	-1.1	4.0
17	1.1	0.0	0.0	-2.8	-1.2
18	-4.9	-1.8	-1.0	-1.5	-1.1
19	-0.2	4.3	.	-0.2	-1.9
20	-2.2	0.6	-4.1	0.1	0.0
21	0.7	-1.1	-0.8	-0.9	-0.7
22	-1.7	-2.5	-1.6	0.5	-5.3
23	-4.1	0.6	-1.7	-0.8	7.5
24	-1.5	-2.3	.	-0.1	5.1
25	5.0	2.2	6.6	-1.7	-8.2
26	-1.9	-3.7	-1.8	-1.9	-2.3
27	0.9	-0.3	-3.2	-0.9	-3.4
28	1.8	3.2	-2.7	0.3	0.8
29	-0.7	-1.7	-2.6	-2.6	-3.0
30	-0.3	-0.7	0.7	-0.1	0.2

3 entries out of the list above, arranged by their value in DSG3 Ab inh, descending:
| No. | molecule | LANA DNA inh | DSG3 Ab inh | Arrestin-AP2 inh | NSD2 HMT inh | V-ATPase pH | Keap1-Nrf2 PPI | CAL PDZ FP-1 | CAL PDZ FP-2 | DAGLB inhibitor |
| --- | --- | --- | --- | --- | --- | --- | --- | --- | --- | --- |
| 26 | CC(C)(C)C(=O)N1CCN(c2nc3ccccc3o2)CC1 | 1.0 | 122.8 | -6.9 | -8.2 | -1.9 | -3.7 | -1.8 | -1.9 | -2.3 |
| 24 | COc1ccc(OC)c(-c2csc(NC(=O)C3=NN(c4ccccc4)C(=O)CC3)n2)c1 | -0.3 | 104.0 | 14.4 | 0.4 | -1.5 | -2.3 | . | -0.1 | 5.1 |
| 17 | CC(Sc1nncn1-c1ccccc1)C(=O)Nc1cccc([N+](=O)[O-])c1 (configuration not stated) | 0.3 | 101.0 | 0.4 | -0.5 | 1.1 | 0.0 | 0.0 | -2.8 | -1.2 |

The results go on:
nr	SMILES	LANA DNA inh	DSG3 Ab inh	RTF Ca sens inh	Arrestin-AP2 inh	NSD2 HMT inh
31	CCn1c(=O)c2cc(C(=O)N(C)c3ccc(OC)cc3OC)sc2c2ccccc21	5.8	89.8	-5.0	7.1	-2.1
32	COc1cccc(C(=O)c2c(C)c(CCC#N)n3ccccc23)c1	-1.0	104.3	-3.3	-3.5	-0.8
33	CCn1nc(C(=O)OCC(=O)N2CC(=O)Nc3ccccc32)c2ccccc2c1=O	-0.6	106.1	9.0	-1.9	7.2
34	O=C(CC(=O)N/N=C\c1ccc([N+](=O)[O-])cc1)NCCc1ccccc1	0.1	.	-5.2	-45.9	3.5
35	CN(C)c1ccc(P(=O)(OC2CCCCC2)C(O)c2cccnc2)cc1 (configuration not stated)	-0.7	.	-13.3	0.9	-2.3
36	CCN(CC)CCCNC(=S)N(Cc1cccnc1)Cc1cc2cc(C)cc(C)c2[nH]c1=O	-2.7	105.6	-7.3	-19.1	42.6
37	COc1ccc(Nc2nc(-c3sc(C)nc3C)cs2)c(OC)c1	-2.8	121.8	9.5	31.9	5.7
38	CC(C)(O)C(=O)NN(Cc1ccccc1)c1ccccc1	-0.2	95.1	0.3	-0.6	-2.0
39	Cc1[nH]nc2c1C(c1cccs1)C1=C(CC(C)(C)CC1=O)N2 (configuration not stated)	-0.8	115.1	0.6	-0.7	2.7
40	O=C(Nc1nccs1)c1ccc(CSc2ccccc2)o1	-2.3	108.8	-3.6	13.6	2.0
41	CCOc1ccc(C(=O)Nc2ccc(C(=O)N3CCOCC3)cc2)c(OCC)c1	-0.7	105.4	-1.0	-13.8	2.0
42	O=C(Cn1cc2c(n1)CCCC2)Nc1cc(-c2cccc(Cl)c2)no1	1.0	107.2	1.1	-1.2	.
43	COc1ccc(Cl)cc1C(=O)NCCCN1CCOCC1	2.3	116.6	-5.4	3.3	-3.2
44	CCCn1c2c(c(O)c(C(=O)Nc3ccccc3)c1=O)CCCC2	0.7	100.6	-0.1	24.0	-9.7
45	CCOC(=O)C1=C2N(C)c3ccccc3N2CCC1=O	1.6	.	-1.6	-7.2	2.1
46	COc1ccccc1OCC(=O)Nc1ccc(S(=O)(=O)Nc2onc(C)c2C)cc1	-1.6	.	-6.5	28.9	-1.2
47	CC1(CCC#N)N=C(SCCC#N)N(c2ccccc2)C1=O (configuration not stated)	0.3	99.1	-10.3	-1.5	-0.8

nr	V-ATPase pH	Keap1-Nrf2 PPI	CAL PDZ FP-1	CAL PDZ FP-2	DAGLB inhibitor
31	-2.6	-1.7	13.2	-1.6	-1.7
32	-1.0	-2.8	.	0.0	0.2
33	-1.0	1.0	-4.9	-1.3	2.1
34	0.1	0.3	-6.7	4.3	3.0
35	-2.5	1.7	25.9	.	-2.2
36	0.5	2.4	-0.4	-0.7	-0.6
37	0.4	1.5	1.9	2.4	1.8
38	1.1	5.9	-1.4	-1.5	1.1
39	0.9	-1.3	-3.3	1.0	1.5
40	2.1	1.5	-2.4	-2.6	-9.7
41	-1.7	4.9	.	-0.6	0.1
42	-0.5	-1.8	.	-0.5	0.6
43	1.9	-0.8	.	-2.2	-0.9
44	0.2	0.2	-3.5	-0.7	-2.4
45	1.1	-1.6	-3.9	-0.5	-0.4
46	-1.3	1.0	-1.8	-0.6	1.0
47	-1.5	-0.7	-1.6	0.2	-1.5

A few values from the results shown:
`O=C(Nc1nccs1)c1ccc(CSc2ccccc2)o1` @ CAL PDZ FP-1 = -2.4
`CC1(CCC#N)N=C(SCCC#N)N(c2ccccc2)C1=O` (configuration not stated) @ LANA DNA inh = 0.3

Values by screen from the list:
Keap1-Nrf2 PPI, nos. 34–45: 0.3, 1.7, 2.4, 1.5, 5.9, -1.3, 1.5, 4.9, -1.8, -0.8, 0.2, -1.6
